# Screens from PubChem BioAssay.
# EPAC1 ag – agonists of human EPAC1. O95398. EPAC1 agonist qHTS, biochemical assay; response scale: 100% = response to 6.5 mM cAMP. Potency, µM (titrated, usually from 154 µM), for inactives: top-dose activation, most hits filed as activators. 360,000 compounds, 0.073% hits; further: nearly all actives have a fitted effect of over 60% in size
#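 Nucleotide exchange by EPAC1 (100 nM) on Rap1B–BODIPY-GDP (250 nM) in the presence of 50 uM GDP is tracked fluorescently at 480/540 nm over 30 min. Signals are normalized to a 6.5 mM cAMP control.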
# EPAC1 antag – EPAC1 (human) antagonism; EPAC1 GEF assay, Rap1b-BODIPY-GDP exchange fluorescence; Potency, µM (series often up to 115 µM), without a hit: at the highest dose activity change, negative = inhibition, usual class: inhibitors; 360,000 compounds, 0.14% hits; AID 720709;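 further: plate controls were vehicle for no effect and positive control for full effect; nearly all actives have a fitted effect of over 50% in size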
# FUS suppressor – rescues growth of FUS-expressing yeast; S. cerevisiae FUS-expressing, growth rescue, OD600, 24 h; Potency, µM (top dose mostly 76.6 µM), for inactives: at the highest dose growth rescue (activation), actives largely listed as activators; AID 1347120; 390,000 compounds, 0.24% hits;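 further: plate controls were DMSO vehicle for no effect and reference control for full effect; nearly all actives have a fitted effect of over 55% in size; some results filed as inactive show a strong effect at the top dose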
#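 Compound concentration series was pinned onto galactose-induced FUS-expressing yeast seeded at OD 0.005. Plates sat 24hr at 30C; absorbance at 600 nm gave growth. DMSO served as background control.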
# PTHR1 ag – agonists of human PTHR1 parathyroid hormone receptor; AID 743266; Q03431; Potency, µM (top dose mostly 115 µM), for inactives: top-dose activation, usual class: activators; HEK293 GP2 PTHR1 cells, GloSensor cAMP luminescence, 1 h; 410,000 compounds, 0.075% hits; further: nearly all actives have a fitted effect of over 55% in size; some results filed as inactive show a strong effect at the top dose; inactives centre near -15; many of its hits are not listed in these tables
# Target sequence (Q03431 whole entry, looked up): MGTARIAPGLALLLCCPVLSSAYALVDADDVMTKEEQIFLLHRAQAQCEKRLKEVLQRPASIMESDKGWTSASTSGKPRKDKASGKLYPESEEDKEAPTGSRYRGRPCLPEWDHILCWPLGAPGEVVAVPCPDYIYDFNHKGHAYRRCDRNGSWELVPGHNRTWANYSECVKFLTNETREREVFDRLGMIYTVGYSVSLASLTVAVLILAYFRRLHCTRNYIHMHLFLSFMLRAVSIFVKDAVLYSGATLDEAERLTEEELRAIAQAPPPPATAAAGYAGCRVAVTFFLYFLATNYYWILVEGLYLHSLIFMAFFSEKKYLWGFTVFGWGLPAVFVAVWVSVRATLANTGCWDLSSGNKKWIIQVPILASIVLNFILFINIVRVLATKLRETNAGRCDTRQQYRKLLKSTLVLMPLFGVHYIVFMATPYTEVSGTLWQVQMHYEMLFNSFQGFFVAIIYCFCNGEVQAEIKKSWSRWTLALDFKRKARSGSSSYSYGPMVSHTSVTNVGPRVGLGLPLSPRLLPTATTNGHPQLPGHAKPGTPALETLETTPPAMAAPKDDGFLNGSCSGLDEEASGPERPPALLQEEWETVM
#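 HEK-293-derived GP2 cells expressing PTHR1 and a GloSensor cAMP reporter, 3,000/well, plated overnight, given luciferin plus IBMX (each 0.5 mM as added) for 1 h at 37 °C, then compound for 1 h at 37 °C. Luminescence was read after 15 min at room temperature.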
# TDP-43 yeast inh – inhibitors of TDP-43 toxicity in yeast. TDP-43 expressing yeast growth rescue, BacTiter-Glo, 24 h. Potency, µM (series often up to 46.1 µM), for inactives: at the highest dose growth rescue (activation), hits mostly activators. 410,000 compounds, 1.8% hits; further: % of control where 0% means no effect; nearly all actives have a fitted effect of over 50% in size
#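 Yeast cells expressing TDP-43 under galactose induction are exposed to compounds for 24 hr at 30 deg C. BacTiter-Glo luminescence measures growth, so protective compounds score as activators.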
# EPAC2 antagonist – antagonists of human EPAC2; 360,000 compounds, 0.18% hits; Potency, µM (highest dose often 114 µM), inactives show top-dose activity, negative = inhibition, hits mostly inhibitors; Q8WZA2; EPAC2 GEF exchange of Rap1B-BODIPY-GDP, fluorescence; further: on the % scale 0 is the no-effect control and ±100 the full control effect; nearly all actives have a fitted effect of over 45% in size; many of its hits are not listed in these tables
# aSyn yeast inh – alpha-synuclein toxicity inhibition in yeast | Yeast expressing alpha-synuclein, growth rescue, BacTiter-Glo, 24 h | Potency, µM (doses to about 46.1 µM), inactives show at the highest dose growth rescue (activation), usual class: activators | 370,000 compounds, 0.14% hits; further: % of control where 0% means no effect; nearly all actives have a fitted effect of over 65% in size
#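 Screening used galactose-induced yeast with toxic alpha-synuclein levels, exposed to compound for 24 hr at 30 deg C. Cell growth, read with BacTiter-Glo luminescence, gave the measured signal.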
# EPAC2 agonist – activates human EPAC2 exchange factor; Q8WZA2; Potency, µM (top dose mostly 154 µM), without a hit: top-dose activation, actives largely listed as activators; 360,000 compounds, 0.079% hits; EPAC2 activation, biochemical qHTS; response scale: 100% = 6.5 mM cAMP response; further: nearly all actives have a fitted effect of over 50% in size
#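 Compounds were titrated in qHTS against a Rap1B-BODIPY-GDP (250 nM) complex with EPAC2 (100 nM) and GDP (50 uM). BODIPY-GDP release tracked at 480/540 nm over 30 min at room temperature, normalized to 6.5 mM cAMP.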
# * = called active by the depositor; i = inactive; ? = inconclusive; · = not tested or not shown; [ ] = another dose, or the depositor's remark. The call rests on the fitted dose curve; in most records, active means well fitted curve in the direction sought with a large enough effect; inconclusive means small, poorly fitted or top-dose-only effect, or another doubt; inactive means no such curve, though single readings can be large; an effect the other way counts as inactive or inconclusive. Potency means the concentration at half of the fitted maximal effect. The list is partial, so the mix of outcomes need not match the whole.
(1) COc1ccc(NC(=O)c2ccc(-n3nc(C)cc3C)cc2)cc1OC
(2) Cc1ccc(C2SCC(=O)N2Cc2cn3ccsc3n2)o1 (stereo not drawn)
(3) CCOc1ccc(Nc2ccc([N+](=O)[O-])c3nonc23)cc1
(4) COc1cccc(-n2c(SCC(=O)Nc3cccc(C)c3)nc3c([nH]c4ccccc43)c2=O)c1
(5) CC(C)CNS(=O)(=O)c1ccc(C(=O)Nc2ccc3c(c2)OCCO3)cc1
(6) O=C(CCCC(=O)N(CC(=O)NC1CCCC1)Cc1ccc2c(c1)OCO2)Nc1ccccn1
(7) Nc1ncc([N+](=O)[O-])c(Oc2ccccc2F)n1
(8) Cc1c(C)c2ccc(OCC(=O)NCCCN3CCCC3=O)cc2oc1=O
(9) CCN1C(=O)S/C(=C\c2ccc(N3CCOCC3)cc2C)C1=O
(10) CC(C)NC(=O)NC(=O)COC(=O)C1(C)CC1(Cl)Cl (stereo not drawn)
entry no.	1	2	3	4	5	6	7	8	9	10
EPAC1 ag	-2%	-1%	4%	·	-4%	-7%	14%	1%	-1%	-5%
EPAC1 antag	-14%	9%	?	·	0%	11%	17%	-10%	-1%	-7%
FUS suppressor	-3%	16%	3%	32%	-4%	-4%	15%	-20%	-4%	6%
PTHR1 ag	-15%[57.5 µM]	-5%[57.5 µM]	-25%	-40%	-18%	i	-2%	i	-22%	-24%
TDP-43 yeast inh	13%	-6%	-35%[inhibitor]	16%	-13%	23%	28%	11%	0%	1%
EPAC2 antagonist	-7%	7%	-22%	·	-2%	13%	8%	0%	-11%	3%
aSyn yeast inh	0%	0%	-8%	9%	-1%	1%	-2%	-2%	0%	10%
EPAC2 agonist	8%	-4%	14%	·	-4%	0%	8%	13%	2%	-1%

(11) CCN(CC(=O)NC(c1ccccc1)c1ccccc1)Cc1nc2ccccc2c(=O)[nH]1
(12) CNc1ccccc1-n1ccc(-c2ccccc2)n1
(13) CN1C(=O)c2ccc(NC(=O)c3ccc(Cl)cc3Cl)cc2C1=O
(14) O=C(CCN1CCN(c2ccccc2)CC1)NNC(=O)Cc1ccc(Br)cc1
(15) CSc1nc(-c2ccco2)nn1S(=O)(=O)c1ccc(C)cc1
(16) O=C(CSc1nnc(NC(=O)c2cccc(F)c2)s1)NC1CCCC1
(17) CCN(CCC(=O)Nc1cc([N+](=O)[O-])ccc1OC)Cc1ccccc1
(18) O=C(NCCN1CCC(n2c(=O)[nH]c3ccccc32)CC1)c1ccc(Cl)cc1
(19) CCC(C(=O)NCc1ccc(F)cc1)N(CCc1ccccc1)C(=O)c1snc(C(N)=O)c1N (stereo not drawn)
(20) CC(=O)NN=C1CCC(c2ccccc2)CC1 (stereo not drawn)
entry no.	11	12	13	14	15	16	17	18	19	20
EPAC1 ag	4%	14%	-10%	-4%	-1%	1%	-5%	8%	5%	-4%
EPAC1 antag	-5%	-18%	-1%	5%	-8%	-8%	-3%	2%	-13%	-10%
FUS suppressor	29%	7%	-2%	10%	-23%	-11%	·	8%	24%	-36%
PTHR1 ag	i	i	-35%[inhibitor]	i	i	-13%	-11%	-26%	-30%[inhibitor]	-25%
TDP-43 yeast inh	3%	-16%	-2%	-11%	?	5%	15%	2%	4%	0%
EPAC2 antagonist	-3%	-27%	7%	0%	-5%	18%	-1%	7%	-17%	5%
aSyn yeast inh	7%	-8%	-2%	4%	14%	-1%	0%	5%	7%	-1%
EPAC2 agonist	10%	18%	-1%	1%	6%	6%	-2%	10%	17%	-2%

(21) O=C(NCc1ccc2c(c1)OCO2)C1CC(c2ccc(Cl)c(Cl)c2)=NO1 (stereo not drawn)
(22) CC1CN(S(=O)(=O)c2ccc(NC(=O)CCCN3C(=O)c4ccccc4C3=O)cc2)CC(C)O1 (stereo not drawn)
(23) NS(=O)(=O)c1ccc(CCNC(=O)CN2C(=O)c3ccccc3S2(=O)=O)cc1
(24) COc1ccc(-n2nc3c(N4CCC(C(=O)NCC(C)c5ccccc5)CC4)nnc(C)c3c2C)cc1 (stereo not drawn)
(25) Cc1nn(C)c(C)c1CS(=O)(=O)c1ccccc1
(26) O=C(c1ccccc1)c1nc[nH]c1C(=O)Nc1ccccc1
(27) CCC(C)Sc1nc2c(c(=O)[nH]1)C(c1cccs1)C1=C(CCCC1=O)N2 (stereo not drawn)
(28) Cc1ccc(C)c(S(=O)(=O)Nc2ccc(C(=O)N3CC(C)OC(C)C3)cc2)c1 (stereo not drawn)
(29) COc1cc(C(=O)NCc2ccc(C(=O)NCC(OC)OC)cc2)cc(OC)c1OC
(30) CCOC(=O)N1CCN(CC(O)c2c[nH]c3ccc(OC)cc23)CC1 (stereo not drawn)
entry no.	21	22	23	24	25	26	27	28	29	30
EPAC1 ag	3%	-1%	8%	7%	9%	0%	-4%	8%	3%	-5%
EPAC1 antag	23%	3%	-3%	0%	9%	-10%	-12%	-6%	1%	7%
FUS suppressor	43%	?	29%	13%	23%	2%	30%	-16%	0%	-1%
PTHR1 ag	-18%	i	-1%	i	i	-2%[57.5 µM]	i	-30%[inhibitor]	i	i
TDP-43 yeast inh	-1%	-22%	6%	5%	0%	?	?	13%	11%	-14%
EPAC2 antagonist	13%	0%	-2%	4%	30%[activator]	5%	-27%	-10%	1%	0%
aSyn yeast inh	-2%	-1%	-4%	-8%	-2%	3%	3%	5%	3%	0%
EPAC2 agonist	-6%	6%	6%	1%	1%	0%	-6%	-1%	0%	3%

(31) COc1ccc(-c2csc(N(CCCN3CCOCC3)C(=O)CCl)n2)cc1
(32) CCOC(=O)C1(CC2CCCCO2)CCN(Cc2ccccc2-c2ccco2)CC1 (stereo not drawn)
(33) C#CCNc1c(C)c(C)nc2ncnn12
(34) Cc1cccc(C(=O)NC2CCN(S(=O)(=O)c3ccccc3)CC2)c1
(35) CC(=O)N1CCN(CC(O)COc2ccc(Br)cc2)CC1 (stereo not drawn)
(36) CC(=O)COC(=O)c1ccc2noc(-c3ccccc3)c2c1
(37) N#CC1=C(N)Oc2c(ccc3cccnc23)C1c1cccnc1 (stereo not drawn)
(38) CNS(=O)(=O)c1cc(-c2nnc(Nc3ccc(NC(C)=O)cc3)c3ccccc23)ccc1C
(39) COc1cc2cc(CCCOC(=O)CCC(=O)O)oc(=O)c2cc1OC
(40) COc1ccc(CCNC(=S)Nc2cc(C)cc(C)c2)cc1
entry no.	31	32	33	34	35	36	37	38	39	40
EPAC1 ag	-8%	-14%	5%	-2%	16%	-5%	6%	7%	-19%	18%
EPAC1 antag	3%	-9%	8%	1%	0%	-16%	1%	-29%	-12%	-7%
FUS suppressor	17%	18%	-2%	-1%	-24%	-7%	24%	7%	-1%	-27%
PTHR1 ag	i	-69%[inhibitor]	-20%	i	-9%	-2%	-5%	-1%	12%	-11%
TDP-43 yeast inh	-6%[1.82 µM]	9%	-11%	8%[9.22 µM]	-32%	?	5%	-17%	3%	?
EPAC2 antagonist	9%	-6%	1%	8%	-2%	-6%	-2%	-7%	13%	-14%
aSyn yeast inh	0%	0%	0%	-1%	-2%	1%	-6%	-6%	-1%	-8%
EPAC2 agonist	3%	10%	14%	6%	2%	0%	1%	19%	9%	8%

# Quoted at random: 7 entries already listed, in no set order.
(34) Cc1cccc(C(=O)NC2CCN(S(=O)(=O)c3ccccc3)CC2)c1
(37) N#CC1=C(N)Oc2c(ccc3cccnc23)C1c1cccnc1 (stereo not drawn)
(32) CCOC(=O)C1(CC2CCCCO2)CCN(Cc2ccccc2-c2ccco2)CC1 (stereo not drawn)
(33) C#CCNc1c(C)c(C)nc2ncnn12
(31) COc1ccc(-c2csc(N(CCCN3CCOCC3)C(=O)CCl)n2)cc1
(38) CNS(=O)(=O)c1cc(-c2nnc(Nc3ccc(NC(C)=O)cc3)c3ccccc23)ccc1C
(40) COc1ccc(CCNC(=S)Nc2cc(C)cc(C)c2)cc1
entry no.	34	37	32	33	31	38	40
EPAC1 ag	-2%	6%	-14%	5%	-8%	7%	18%
EPAC1 antag	1%	1%	-9%	8%	3%	-29%	-7%
FUS suppressor	-1%	24%	18%	-2%	17%	7%	-27%
PTHR1 ag	i	-5%	-69%[inhibitor]	-20%	i	-1%	-11%
TDP-43 yeast inh	8%[9.22 µM]	5%	9%	-11%	-6%[1.82 µM]	-17%	?
EPAC2 antagonist	8%	-2%	-6%	1%	9%	-7%	-14%
aSyn yeast inh	-1%	-6%	0%	0%	0%	-6%	-8%
EPAC2 agonist	6%	1%	10%	14%	3%	19%	8%

# Continued.
(41) O=c1c(=Nc2ccccc2O)c(=O)c2ccccc12
(42) CCOc1ccc2c(=O)c(Oc3ccccc3)c(C)oc2c1
(43) O=C(Nc1nc(-c2ccccn2)cs1)c1ccc(Br)s1
(44) O=[N+]([O-])c1cccc(-c2nc(-c3ccccn3)no2)c1
(45) CCCC1=Nc2cc(C(=O)NCCN3CCOCC3)ccc2Sc2ccc(C)cc21
(46) COc1cc(C(=O)Nc2ccc(S(=O)(=O)NC(C)(C)C)cc2)cc(OC)c1OC
(47) COC(=O)c1ccc(Cn2nnc3ccccc32)cc1
(48) Cc1cc(C(=O)N/N=C/c2cccc(OC(=O)c3ccco3)c2)n[nH]1
(49) Cn1ncc([N+](=O)[O-])c1C(=O)Nc1ccc(-c2nc3ccccc3[nH]2)cc1
(50) CCOc1ccc(NC(=O)CSc2nnc(C)n2CC2CCCO2)cc1 (stereo not drawn)
(51) COc1ccc(CCN2CCCC(CN(C)Cc3cccc(OC)c3)C2)cc1 (stereo not drawn)
entry no.	41	42	43	44	45	46	47	48	49	50	51
EPAC1 ag	-8%	6%	17%	8%	-3%	12%	3%	3%	4%	-1%	0%
EPAC1 antag	5%	0%	-7%	-1%	-3%	-10%	2%	8%	1%	17%	-7%
FUS suppressor	-17%	9%	?	-4%	17%	11%	1%	9%	12%	10%	8%
PTHR1 ag	-12%	-1%[57.5 µM]	-20%[57.5 µM]	i	-17%	i	-15%	-14%[57.5 µM]	i	i	i
TDP-43 yeast inh	23%	3%	-63%[inhibitor]	22%	-2%	-1%	16%	-4%	-15%	-13%	-15%[1.82 µM]
EPAC2 antagonist	3%	5%	-1%	2%	-21%	-6%	4%	2%	0%	19%	-1%
aSyn yeast inh	4%	1%	-43%[inhibitor]	-10%	2%	2%	8%	0%	-1%	0%	6%
EPAC2 agonist	1%	-2%	17%	6%	-6%	4%	7%	5%	1%	4%	0%
